Source: PubChem
Cneo AK release: Cryptococcus neoformans lysis via adenylate kinase release; C. neoformans lysis, adenylate kinase release luminescence, 4 h; normalised: neutral wells 0, clomiphene wells 100; lysis activity, % at 15 µM; 0.2% of 360,000 active;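 active = mean lysis activity across replicates of at least 80%, whatever share of replicates individually reach that level; inactive = mean lysis activity below 80%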
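Signal: Adenylate kinase release luminescence | Assay system: Log-phase Cryptococcus neoformans yeast cells | Input: Cells at 5 × 10^6 per mL | Buffer or medium: Fresh YPD growth medium | Compound: Single dose | Schedule: Static 4 h at 37 °C with compound, 1 h detection | Controls: Clomiphene | Read-out: Luminescence rise reflecting yeast cell lysis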
Statin myotox sup: suppressors of simvastatin-induced myotoxicity in C2C12 myotubes; ATP luminescence, 48 h; scaled: DMSO 0, geranylgeraniol control 100; rescue of ATP level, % at 7.49 µM; 0.78% of 330,000 active;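 active = mean ATP rescue above about 67%, or every replicate alone reaching that limit, limit read from the data, passing the limit was not always enough; inconclusive = no clear call, values can overlap the other calls; inactive = mean under the limit and some replicate under it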;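 also: myotubes were challenged with 10 µM simvastatin during compound exposure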
miR122 inh: miR-122 inhibition in Huh7 cells; Huh7 miR-122 Renilla luciferase sensor, 48 h; neutral wells = 0, positive control = 100; AID 602342; activation (reporter increase), % at 12.5 µM; 0.3% of 340,000 active;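 active = mean replicate activation score at least 90 and every replicate individually at or above 90; inconclusive = only one of the two criteria met; inactive = neither criterion met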;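 also: higher luciferase means less miR-122 activity so hits act as miR-122 inhibitors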
CFTR F508del cor: correctors of CFTR F508del function in bronchial epithelial cells. 0.36% of 350,000 active. activity (quench increase), % at 7.58 µM. CFBE cells, YFP halide quenching; stimulated with forskolin plus potentiator P3; % fluorescence drop versus neutral controls. AID 720511;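 active = mean added fluorescence quench of at least 8% versus neutral control, with both replicates also reaching 8%; inconclusive = only one of the mean or replicate conditions met; inactive = mean below 8% and not both replicates reaching 8%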;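 also: cells transiently co-express mutant CFTR-F508del with the halide-sensitive YFP; corrector assay measuring rescue of mutant channel to the surface after 24 h compound exposure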
FN deposit inh: fibronectin deposition inhibition; AH1F fibroblasts, Alexa488-fibronectin deposition fluorescence, overnight; inhibition, % at 12.6 µM; 0.086% of 350,000 active; AID 743247;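 active = mean inhibition across replicates of 30% or more, regardless of how many single replicates reach that level; inconclusive = mean under 30% yet at least half of replicates reach 30%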;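 also: positive control wells lacked labelled fibronectin entirely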
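material = AH1F fibroblast monolayer depositing Alexa488-labelled fibronectin into matrix | amount = 10000 AH1F cells/well | buffer or medium = DMEM plus 2% serum, read in PBS | incubation = 1 h cell adhesion before compound, then overnight fibronectin incubation | detection = fluorescence at 485 nm excitation, 525 nm emission | evaluation = percent inhibition as loss of matrix-bound fibronectin fluorescence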
PGC1a acetyl inh: modulators of PGC1a acetylation; U2OS PGC1a acetylation, AlphaScreen anti-acetyl-lysine; with virally co-expressed GCN5 acetyltransferase; inhibition, % at 15.6 µM; 0.17% of 350,000 active; AID 651687;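 active = every replicate shows inhibition of at least 40%; inconclusive = mean inhibition at least 40% but some replicate below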;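 also: 0% = neutral control wells and 100% = positive control wells; some results beyond the cut were filed as inactive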
GSIS activator: GLuc luminescence reporter in INS-1E cells, primary screen for activators of glucose-dependent secretion of insulin; INS-1E GLuc reporter insulin secretion, 2-3 h; activation, % at 16.6 µM; 0.61% of 370,000 active; AID 743287;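 active = lowest replicate activation of at least 40%, so every replicate reaches that level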;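 also: 0% = median of neutral control wells and 100% = median of IBMX positive control wells; some compounds called inactive have numbers as strong as hits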
PglD inh: blocks C. jejuni PglD acetyltransferase activity | purified PglD enzyme, DTNB colorimetric CoA detection | inhibition, % at 12.5 µM | 0.098% of 360,000 active | AID 602405; in the data active = inhibition above about 16%, passing the limit was not always enough; inconclusive = no clear call, values can overlap the other calls; also: strong numbers were not always called active
Starred values were filed as active, the others as inactive; [ ] = remark or other dose. Random draw from the library. About 2.1% of those tested had a hit in this group.

Screening CS(=O)(=O)N1[C@H](C#N)[C@H](c2ccc(-c3ccccc3F)cc2)[C@@H]1CO returned Cneo AK release -4, Statin myotox sup 5, CFTR F508del cor 1.4, FN deposit inh 13, PGC1a acetyl inh 8, GSIS activator -9 and PglD inh 2.
`CS(=O)(=O)Nc1ccc2c(c1)[C@@H]1C[C@H](CC(=O)NCc3cccnc3)O[C@@H](CO)[C@@H]1O2` gave Cneo AK release -1, Statin myotox sup -2, miR122 inh 0[16.7 µM], CFTR F508del cor 0.0, FN deposit inh 6, PGC1a acetyl inh -2, GSIS activator 2 and PglD inh 0.
`CCCn1c(N)c(N(CCOC)C(=O)c2ccccc2F)c(=O)[nH]c1=O` gave Cneo AK release 4, Statin myotox sup 13, CFTR F508del cor 1.5, FN deposit inh 4, GSIS activator -22 and PglD inh -1.
Cc1ccc(C(=O)Nc2ccon2)cc1S(=O)(=O)N1CCCC1 was read as Cneo AK release -2, Statin myotox sup -3, miR122 inh 4, PGC1a acetyl inh 17 and PglD inh -1.
`CCOC(=O)NC(=O)C(=CNc1ccccc1OC)C(=O)NC(=O)OCC` gave Cneo AK release -3, Statin myotox sup -5, miR122 inh -3, CFTR F508del cor 0.5, FN deposit inh 6, PGC1a acetyl inh -32, GSIS activator -18 and PglD inh 3.
For COc1ccc(NC(=O)CSc2nc3nc(C)cc(C)n3n2)cc1 the results were Cneo AK release 0, Statin myotox sup 8, miR122 inh 1, CFTR F508del cor 2.7, FN deposit inh -2, PGC1a acetyl inh 9, GSIS activator 26 and PglD inh -1.
Cc1ccc(NC(=O)CCNS(=O)(=O)c2ccc3c(c2)CCC(=O)N3)cc1C was read as Cneo AK release -1, Statin myotox sup -9, miR122 inh -1, CFTR F508del cor 4.1, FN deposit inh 2, PGC1a acetyl inh -3, GSIS activator 20 and PglD inh 2.
Screening Oc1ccc(Nc2nc(-c3ccc4ccccc4c3)cs2)cc1 returned Cneo AK release 5, miR122 inh -21, PGC1a acetyl inh 11, GSIS activator -22 and PglD inh -3.
`O=C(Nc1ccccc1[N+](=O)[O-])c1ccc(S(=O)(=O)N2CCCC2)cc1` gave Cneo AK release -2, Statin myotox sup -2, miR122 inh -4, CFTR F508del cor -1.7, GSIS activator -7 and PglD inh 0.
`COc1ccccc1S(=O)(=O)N(C)C[C@H]1Oc2ncc(-c3ccc(C)cc3)cc2C(=O)N([C@@H](C)CO)C[C@H]1C` gave Cneo AK release 0, Statin myotox sup -6, miR122 inh 29[16.7 µM], CFTR F508del cor 2.8, PGC1a acetyl inh 5, GSIS activator -20 and PglD inh 9.
CN(C)C(=O)C[C@@H]1CC[C@@H](NC(=O)C2CCOCC2)[C@H](CO)O1 was read as Cneo AK release -4, Statin myotox sup -5, CFTR F508del cor -1.2, FN deposit inh -2, PGC1a acetyl inh -9, GSIS activator 8 and PglD inh -5.
`C[C@]1(C(=O)O)C=C[C@@H](Cc2ccccc2)N1C(=O)c1ccccc1` gave Cneo AK release 2, Statin myotox sup -13, miR122 inh 1, CFTR F508del cor 1.9, FN deposit inh -3, PGC1a acetyl inh -6, GSIS activator 33 and PglD inh 2.
`C[C@H](CO)N1C[C@H](C)[C@@H](CN(C)Cc2ccc(C(F)(F)F)cc2)Oc2ccc(NS(C)(=O)=O)cc2C1=O` gave Cneo AK release 0, Statin myotox sup -60, miR122 inh 3[16.7 µM], CFTR F508del cor 5.3, PGC1a acetyl inh -2, GSIS activator 0 and PglD inh -1.
Screening O=C1C2C3CCC(C3)C2C(=O)N1CNc1ccc(F)cc1 (stereo not drawn) returned Cneo AK release -1, Statin myotox sup 0, miR122 inh 14, FN deposit inh 6, PGC1a acetyl inh inconclusive and PglD inh -3.
For COc1cccc(NC(=O)CN(C)C(=O)c2cc(S(=O)(=O)N3CCCCC3)ccc2Cl)c1 the results were Statin myotox sup -6, miR122 inh -3, CFTR F508del cor -2.0, FN deposit inh -4, PGC1a acetyl inh -2 and GSIS activator -10.
CCNC(=O)C[C@@H]1CC[C@@H]2[C@H](COC[C@H](O)CN2Cc2ccccc2F)O1 was read as Cneo AK release -3, Statin myotox sup 1, miR122 inh 1[16.7 µM], CFTR F508del cor -4.9, FN deposit inh -3, PGC1a acetyl inh 2, GSIS activator -6 and PglD inh 2.
For COc1cccc(S(=O)(=O)N2C[C@@H](O)COC[C@H]3O[C@@H](CC(=O)N4CCN(c5ccccc5)CC4)CC[C@@H]32)c1 the results were Cneo AK release -3, Statin myotox sup -5, miR122 inh 6[16.7 µM], CFTR F508del cor 2.3, FN deposit inh -9, PGC1a acetyl inh 2, GSIS activator -3 and PglD inh 4.
Screening Cc1c(C(=O)NCC(c2ccco2)N2CCCC2)oc2ccc(Cl)cc12 (stereo not drawn) returned Cneo AK release 2, Statin myotox sup 6, CFTR F508del cor -0.7, FN deposit inh -7, GSIS activator -42 and PglD inh 2.
`N#Cc1cc(-c2cccc(Cl)c2)c[nH]c1=O` gave miR122 inh 1, FN deposit inh 10, PGC1a acetyl inh 2 and GSIS activator -8.
For Cc1c(C(=O)Nc2ccc(C(F)(F)F)cc2)sc2ncn(CC(=O)N3CCN(c4ccccn4)CC3)c(=O)c12 the results were Cneo AK release 1, Statin myotox sup 8, miR122 inh 1, CFTR F508del cor 0.1, FN deposit inh 0, PGC1a acetyl inh 1, GSIS activator 0 and PglD inh -6.

Reprinted from the part before: 2 entries, then new ones.
`N#Cc1cc(-c2cccc(Cl)c2)c[nH]c1=O` gave miR122 inh 1, FN deposit inh 10, PGC1a acetyl inh 2 and GSIS activator -8.
For Cc1c(C(=O)Nc2ccc(C(F)(F)F)cc2)sc2ncn(CC(=O)N3CCN(c4ccccn4)CC3)c(=O)c12 the results were Cneo AK release 1, Statin myotox sup 8, miR122 inh 1, CFTR F508del cor 0.1, FN deposit inh 0, PGC1a acetyl inh 1, GSIS activator 0 and PglD inh -6.
For CC(C)Cn1nc(-c2ccccc2)c2ccccc2c1=O the results were Cneo AK release 0, Statin myotox sup 10, miR122 inh 0, CFTR F508del cor 2.7, FN deposit inh -8, PGC1a acetyl inh -2, GSIS activator 10 and PglD inh -7.
`Cc1cc(C(=O)NNC(=O)/C=C/c2ccc(F)cc2)c(C)o1` gave Cneo AK release -2, Statin myotox sup 2, miR122 inh 0, CFTR F508del cor -3.0, FN deposit inh -3, GSIS activator -10 and PglD inh 7.
`Cc1ccc(C(=O)NCCCN2CCOCC2)cc1Cl` gave Cneo AK release 6, Statin myotox sup 1, miR122 inh -2, CFTR F508del cor 2.7, FN deposit inh 2, PGC1a acetyl inh -2, GSIS activator -7 and PglD inh 6.
C[C@H](CO)N1C[C@H](C)[C@H](CN(C)Cc2ccc(-c3ccccc3)cc2)Oc2ccc(NC(=O)Cc3cn(C)c4ccccc34)cc2C1=O was read as Statin myotox sup -69, miR122 inh -14[16.7 µM], CFTR F508del cor 5.5, PGC1a acetyl inh -6 and GSIS activator 13.
For COc1cc(C(=O)Nc2nnc(S(=O)(=O)N3CCCCCC3)s2)cc(OC)c1OC the results were Cneo AK release 0, Statin myotox sup 4, miR122 inh -4, CFTR F508del cor -0.5, FN deposit inh 14, PGC1a acetyl inh -1, GSIS activator -12 and PglD inh 0.
`COc1ccccc1C(=O)Nc1nnc(-c2ccccc2)s1` gave Cneo AK release -3, Statin myotox sup 7, miR122 inh 0, CFTR F508del cor 2.7, FN deposit inh -5, PGC1a acetyl inh 0, GSIS activator 7 and PglD inh -1.
`O=S1(=O)CCOCCN1Cc1ccccc1` gave Cneo AK release 3, Statin myotox sup 2, miR122 inh -9, CFTR F508del cor -2.1, FN deposit inh -5, GSIS activator -6 and PglD inh 1.
Screening Cc1ccc(S(=O)(=O)NCC[C@@H]2CC[C@H](NC(=O)Nc3cccc(F)c3)[C@@H](CO)O2)cc1 returned Cneo AK release 0, Statin myotox sup -11, CFTR F508del cor 1.6, FN deposit inh -1, PGC1a acetyl inh 3, GSIS activator 4 and PglD inh 3.
For CCN(CC)C(=O)C1=C(C)N(CCCN2CCCC2=O)C(=O)C(CC(=O)NCc2cccs2)C1 (stereo not drawn) the results were Cneo AK release -1, Statin myotox sup 1, miR122 inh -5, CFTR F508del cor -1.0, FN deposit inh 3, PGC1a acetyl inh 1, GSIS activator -4 and PglD inh 4.
OCCCn1c(C2CCCN2c2nc(-c3ccc(Cl)cc3)cs2)nc2cc(Cl)c(N3CCCCC3)cc21 (stereo not drawn) was read as Cneo AK release -2, Statin myotox sup 0, miR122 inh 6, CFTR F508del cor -3.8, FN deposit inh -1, GSIS activator 25 and PglD inh 2.
`O=c1/c(=C/c2ccccc2)sc2nnc(-c3cccs3)n12` gave Cneo AK release 0, miR122 inh -2, CFTR F508del cor 2.2, FN deposit inh -3, PGC1a acetyl inh -2, GSIS activator 6 and PglD inh -6.
For CC1CCN(S(=O)(=O)c2ccc(F)c(C(=O)O)c2)CC1 the results were Cneo AK release 1, Statin myotox sup -2, miR122 inh -6, PGC1a acetyl inh 0 and PglD inh -5.
`CCC(C)(C)NC(=O)C(c1ccc(F)cc1)N(Cc1ccco1)C(=O)CCC(=O)Nc1ccccn1` (stereo not drawn) gave Cneo AK release 2, Statin myotox sup -10, miR122 inh 0, PGC1a acetyl inh -15 and PglD inh 3.
`CSCCNC(=O)c1ccc2nc(C3CCCCC3)oc2c1` gave Cneo AK release 4, Statin myotox sup -1, CFTR F508del cor 0.0, FN deposit inh -5 and PglD inh -5.
`O=C(Cn1cc(COc2ccccc2[N+](=O)[O-])nn1)c1ccc(O)cc1` gave Cneo AK release 1, Statin myotox sup 5, miR122 inh 5, CFTR F508del cor 0.0, FN deposit inh 6, GSIS activator -24 and PglD inh 1.
`Cc1ccc(OCC(=O)Nc2ccc(O)c(-c3nc4ccccc4o3)c2)cc1` gave Cneo AK release -1, miR122 inh 0, PGC1a acetyl inh 22 and PglD inh 4.
Screening CC(=O)Cc1cc(=O)c2c(C)cc(O)c(C3OC(CO)C(O)C(O)C3O)c2o1 (stereo not drawn) returned Cneo AK release 5, Statin myotox sup 0, miR122 inh -3, CFTR F508del cor 0.9, PGC1a acetyl inh -14, GSIS activator 15 and PglD inh 3.
Screening CC1CC(C)CN(c2ccc([N+](=O)[O-])cc2-c2nn[nH]n2)C1 (stereo not drawn) returned Cneo AK release 1, Statin myotox sup 0, miR122 inh -2, FN deposit inh -8, PGC1a acetyl inh 0, GSIS activator -4 and PglD inh -3.
Cc1cc(NC(=O)C2CC(=O)N(c3ccc(Cl)cc3)C2)no1 (stereo not drawn) was read as Cneo AK release -1, Statin myotox sup 6, miR122 inh -5, CFTR F508del cor 2.2, FN deposit inh 13, PGC1a acetyl inh -8, GSIS activator -14 and PglD inh -3.
CCCN(C(=O)c1cc(S(=O)(=O)N2CCCCCC2)ccc1OC)C1CCS(=O)(=O)C1 (stereo not drawn) was read as Cneo AK release 0, Statin myotox sup -5, miR122 inh 4, CFTR F508del cor -1.6, FN deposit inh 3, PGC1a acetyl inh 6, GSIS activator 28 and PglD inh 0.
